Compound activity: PubChem BioAssay, Broad Institute
SR-BI HDL uptake: blocks mouse SR-BI lipid uptake from DiI-HDL; Q61009; ldlA[mSR-BI] CHO cells, DiI-HDL uptake fluorescence, 3 h; inhibition, % at 12.5 µM; hit rate 0.96% among 320,000; AID 488896;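 active means mean replicate inhibition of at least 70% and a set share of replicates each scoring 70 or more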;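 further: 0% = median of neutral control wells and 100% = median of positive control wells; values of inactives mirror those of a sister screen read the other way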
CAL PDZ FP-1: inhibitors of human CAL PDZ peptide binding | Q9HD26 | purified CAL PDZ, TMR-peptide fluorescence polarization, 1 h | inhibition, % at 20 µM | hit rate 0.02% among 330,000 | AID 504414;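 active means highest replicate inhibition of at least 40%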;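 further: plate controls were DMSO neutral control wells for no effect and unlabeled competitor peptide control wells for full effect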
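Test system: purified CerCALP PDZ construct; Compound dosing: one concentration, 20 µM compound; Also added: TMR-labelled reporter peptide T*-PRC34 bound in PDZ groove; Read-out: inhibition from polarization loss; Controls: unlabelled peptide and DMSO controls; Signal: FP readout, S and P plane fluorescence; Incubation: 1 h at RT.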
SR-BI DiI-HDL act: enhances SR-BI lipid uptake from DiI-HDL; hit rate 0.096% among 320,000; CHO ldlA[mSR-BI] cells, DiI-HDL uptake fluorescence, 3 h; 100 = double the neutral-control signal; activation, % at 12.5 µM; AID 504775;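 active means mean replicate activation of at least 60% and every replicate at or above 60%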;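 further: 0% = median plate neutral-control signal and 100% = twice that signal; values of inactives mirror those of a sister screen read the other way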
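Assay system: CHO ldlA[mSR-BI] cells, LDL receptor-null, SR-BI overexpressing; medium: Ham's F12 with 0.5% BSA, HEPES 25 mM, pH 7.4; also added: DiI-HDL 10 µg/mL; timing: 3 h uptake period with compound, 37 °C; signal: DiI fluorescence, bottom read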
Rtt109 HAT inh: blocks Candida albicans Rtt109/Vps75 acetyltransferase activity | purified Rtt109/Vps75, ThioGlo CoA-SH fluorescence, 4 h | inhibition, % at 34.9 µM | hit rate 0.16% among 330,000 | Q5AAJ8;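 active means inhibition of at least 50% in every replicate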
Target sequence (Q5AAJ8 whole entry, looked up): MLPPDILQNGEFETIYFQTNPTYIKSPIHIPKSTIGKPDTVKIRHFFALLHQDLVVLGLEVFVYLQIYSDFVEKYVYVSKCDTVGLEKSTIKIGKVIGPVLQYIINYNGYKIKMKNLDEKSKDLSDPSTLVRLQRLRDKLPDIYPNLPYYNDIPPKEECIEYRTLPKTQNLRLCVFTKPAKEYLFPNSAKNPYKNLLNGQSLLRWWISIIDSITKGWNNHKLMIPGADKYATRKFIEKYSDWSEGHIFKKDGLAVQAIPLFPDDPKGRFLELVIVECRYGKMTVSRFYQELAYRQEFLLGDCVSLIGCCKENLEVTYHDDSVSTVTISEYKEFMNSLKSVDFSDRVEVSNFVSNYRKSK
PfHsp90 set2: inhibits growth of yeast expressing Plasmodium falciparum Hsp90 | hit rate 0.32% among 310,000 | S. cerevisiae expressing PfHsp90, BacTiter-Glo ATP, 48 h; yeast lacking PDR1 and PDR3 efflux regulators | inhibition, % at 9.4 µM | AID 504621;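 active means every replicate shows inhibition above about 80%, whatever the replicate mean, limit read from the data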;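 further: 0% = DMSO neutral controls and 100% = 20 µM radicicol positive controls; yeast relying on Plasmodium falciparum Hsp90 in place of its own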
MITF TRPM1 HTS: increases MITF-driven TRPM1 promoter luciferase signal; SK-MEL-5 TRPM1-promoter luciferase, 24 h; % of positive control, neutral wells = 0; hit rate 0.75% among 300,000; activation, % at 12.5 µM; AID 588334;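 active means mean activation of at least 80% with every replicate also reaching 80%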;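 further: 0% = neutral control wells and 100% = parthenolide positive control wells; values of inactives mirror those of a sister screen read the other way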
NSD2 inh: NSD2 (human) methyltransferase inhibition. O96028. NSD2 peptide methylation, AlphaScreen, 120 min. inhibition, % at 12.5 µM. hit rate 0.54% among 310,000; in the data active means inhibition above about 50%
CAL PDZ FP-2: CAL PDZ (human) peptide binding inhibition; Q9HD26; inhibition, % at 24.9 µM; purified CAL PDZ, TMR-peptide fluorescence polarization, 1 h; AID 602252; hit rate 0.92% among 300,000;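 active means mean inhibition of at least 30% with at least half of replicates also reaching 30%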;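 further: 0% = DMSO neutral control and 100% = excess unlabeled competitor peptide PRC23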
dFosB activator: mouse delta FosB homodimer activation; purified delta FosB, TAMRA-CDK5 oligo fluorescence polarization; percent of positive-control signal above neutral wells; hit rate 0.99% among 340,000; P13346; activation, % at 25 µM;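 active means mean activation above about 17%, with every replicate also reaching it, limit read from the data, passing the limit was not always enough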;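 further: fluorescence polarization rise as delta FosB binds a TAMRA Cdk5 AP-1 oligo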
Target sequence (P13346 whole entry, looked up): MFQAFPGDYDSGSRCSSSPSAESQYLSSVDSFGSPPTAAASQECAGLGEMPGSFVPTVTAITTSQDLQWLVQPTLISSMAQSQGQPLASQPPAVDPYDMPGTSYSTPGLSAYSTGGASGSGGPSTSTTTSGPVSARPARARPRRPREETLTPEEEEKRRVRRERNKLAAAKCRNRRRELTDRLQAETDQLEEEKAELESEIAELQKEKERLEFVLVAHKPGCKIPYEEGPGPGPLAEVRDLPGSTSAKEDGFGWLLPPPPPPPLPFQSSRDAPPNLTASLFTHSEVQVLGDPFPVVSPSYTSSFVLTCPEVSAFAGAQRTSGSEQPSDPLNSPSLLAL
PvdQ acylase: blocks Pseudomonas aeruginosa PvdQ acylase activity. purified PvdQ acylase, fluorescence plate reader. inhibition, % at 10 µM. hit rate 0.063% among 340,000. AID 488965; in the data active means inhibition above about 30%, passing the limit was not always enough;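 further: 0% = vehicle neutral wells and 100% = reference inhibitor wells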
The depositor's hits bear a star; . = no result given.

Molecule	SR-BI HDL uptake	CAL PDZ FP-1	SR-BI DiI-HDL act	Rtt109 HAT inh	PfHsp90 set2	MITF TRPM1 HTS	NSD2 inh	CAL PDZ FP-2	dFosB activator	PvdQ acylase
CCN(CC)CCCN1C(=O)c2oc3ccccc3c(=O)c2C1c1cc(OC)ccc1OC (stereo unspecified)	-25	.	25	10	14	4	12	-4	6	-15
Cc1ccc(-c2nnc(CSc3nnc(C)s3)o2)cc1	5	-1.7	-5	-9	27	16	-2	-4	-8	-1
COc1ccc(Cl)cc1N(CC(=O)NCCSCc1ccccc1)S(C)(=O)=O	1	-16	-1	10	1	-8	-2	-5	-10	-3
CCCN(CCC)CCNC(=O)CCC(=O)Nc1ccc2nc(N3CCOCC3)cc(C)c2c1	11	-0.6	-11	-43	17	32	.	-2	-11	-13
O=C(c1ccc(COc2ccccc2Br)cc1)N1CCCCCC1	24	-2.4	-24	9	-32	32	-1	-6	-5	8
Cc1ccc(S(=O)(=O)N(C)CC(=O)NCC(c2ccco2)N(C)C)cc1 (stereo unspecified)	-18	0.8	18	5	8	0	-2	-5	1	-8
COc1cc(C(=O)NC2=C(C#N)CCC2)cc(OC)c1OC	2	-3.3	-2	-7	-5	2	0	0	-6	-8
Cc1ccc(S(=O)(=O)N2CCC[C@H]2C(=O)Nc2ccccc2C)cc1	-4	0.5	4	-4	.	-8	-1	-5	3	-19
CC1Sc2ccc(S(=O)(=O)N3CCC(C(=O)NCC(C)c4ccccc4)CC3)cc2NC1=O (stereo unspecified)	-133	-3.1	133*	14	-24	-4	0	-7	-6	-4
COC(=O)C1=C(Cn2cnc3ccccc32)NC(=O)NC1c1cc(C)ccc1C (stereo unspecified)	-12	.	12	7	11	6	3	-5	-1	6
C=C1CCC[C@]2(C)C[C@H]3OC(=O)C(CN(C)CC(OC)OC)[C@H]3CC12 (stereo partly specified)	-16	-0.1	16	-1	-21	-42	-1	4	-4	-2
CCN1C(=O)[C@H]2[C@@H](c3ccc(-c4ccc(C(C)=O)cc4)cc3)N3CCCC[C@@]3(C(=O)OC)[C@H]2C1=O	7	-0.6	-7	0	-19	1	.	-3	-5	-6
CCNC(=S)N(CCc1ccc(S(N)(=O)=O)cc1)C1CC(=O)N(c2ccccc2)C1=O (stereo unspecified)	21	-3.5	-21	42	11	-6	-2	-5	-9	4
CN(C)CC(C)(C)CNS(=O)(=O)c1cccc(Cl)c1Cl	15	-1.1	-15	3	-10	-1	-2	-2	-3	11
COc1ccc(OCCOCCOc2ccc(C)cc2[N+](=O)[O-])cc1	-29	-0.2	29	5	-1	4	.	0	-4	2
O=C(O)CCC(=O)NNC(=O)COc1cccc(Cl)c1	-36	0.4	36	-17	22	1	2	9	3	3
N/N=C(\c1ccccc1)C12CN3CN(CN(C3)C1)C2	-6	-0.3	6	11	11	-5	0	4	-1	-5
Cn1c(NC(=O)C[n+]2cc(-c3ccc(Cl)cc3)n3c2CCC3)cc(=O)n(C)c1=O	15	-0.2	-15	0	16	-4	0	1	-7	-25
Nc1ccc(CCc2ccccn2)cc1	-12	0.4	12	-3	7	33	4	-5	-1	-13
COC(=O)c1ccccc1NS(=O)(=O)c1ccc(NC(C)=O)cc1	24	-2.7	-24	7	-9	-5	-1	-3	-7	-15

The closing four entries of the part before open the next one.
Molecule	SR-BI HDL uptake	CAL PDZ FP-1	SR-BI DiI-HDL act	Rtt109 HAT inh	PfHsp90 set2	MITF TRPM1 HTS	NSD2 inh	CAL PDZ FP-2	dFosB activator	PvdQ acylase
N/N=C(\c1ccccc1)C12CN3CN(CN(C3)C1)C2	-6	-0.3	6	11	11	-5	0	4	-1	-5
Cn1c(NC(=O)C[n+]2cc(-c3ccc(Cl)cc3)n3c2CCC3)cc(=O)n(C)c1=O	15	-0.2	-15	0	16	-4	0	1	-7	-25
Nc1ccc(CCc2ccccn2)cc1	-12	0.4	12	-3	7	33	4	-5	-1	-13
COC(=O)c1ccccc1NS(=O)(=O)c1ccc(NC(C)=O)cc1	24	-2.7	-24	7	-9	-5	-1	-3	-7	-15
O=C(O)CC(CC(=O)Nc1ccc(-n2ccc(C(F)(F)F)n2)cc1)c1ccccc1 (stereo unspecified)	-28	-0.4	28	-3	1	-3	-10	.	-8	-14
COCCN(C(=O)CSCc1ccc(C)cc1)c1c(N)n(CC(C)C)c(=O)[nH]c1=O	-27	-0.2	27	2	10	6	-1	7	-2	-20
CCN(CC)CCN(C(=O)Cn1nnc(-c2ccc(C)o2)n1)C(C(=O)NC1CCCC1)c1ccc(F)cc1 (stereo unspecified)	18	-2.6	-18	-8	-40	-6	-3	-10	-1	-16
O=C(COC(=O)c1ccc(O)cc1O)c1ccc2c(c1)OCO2	-6	0.1	6	2	6	45	0	-5	-3	-10
CC(/C=C/c1ccco1)=N\NC(=O)c1cc(Cl)ccc1O	9	-3.3	-9	2	-9	-7	5	-3	-13	-4
COc1ccc(CNC(=O)COC(=O)CCC2CCCCC2)cc1	-4	-0.5	4	-14	.	3	-1	-3	-2	-4
CCN(CC)CCNC1=NCCn2c1cc1cc(OC)ccc12	-7	-0.9	7	-63	67	8	4	-1	16	-3
COc1ccc(S(=O)(=O)N(C)CC(=O)Nc2ccc3c(c2)OCO3)cc1	11	-1.8	-11	.	16	7	2	-4	-3	-14
Cc1c(NC(=O)c2ccco2)c(=O)n(-c2ccccc2)n1C	-7	-0.1	7	2	-7	.	3	0	3	-2
CON(C)C(=O)C[C@@H]1C[C@H](OC(=O)c2ccc([N+](=O)[O-])cc2)CN1C(=O)OC(C)(C)C	10	1.2	-10	-5	-14	8	.	2	-1	-4
CC12CCC(C/C1=N/O)C2(C)CBr (stereo unspecified)	-1	-1.6	1	0	-21	.	-2	-2	7	-11
CCCCn1c(NC(C)=O)c(C#N)c2nc3ccccc3nc21	0	-0.4	0	0	-9	-5	-2	-4	-14	-3
CCN(CC(=O)Nc1c(F)cccc1F)C(=O)CCN1C(=O)C2CC=CCC2C1=O (stereo unspecified)	15	0.1	-15	-7	-5	5	1	.	-6	-2
CCCCOc1ccc(CNn2c(C)nc3ccccc3c2=O)cc1	15	-4.1	-15	-9	-10	7	.	.	-12	-14
Cc1ccc(S(=O)(=O)C(NC(=O)c2ccccc2)=C(Cl)Cl)cc1	-22	-0.1	22	-8	9	-12	.	-1	-6	-8
O=C(c1ccccc1)N1CCN(Cc2ccc3c(c2)OCO3)CC1	-4	-0.4	4	14	-7	0	2	2	-2	0
CC(C)c1ccccc1NC(=O)c1cnccn1	-8	-1.8	8	-13	.	-6	0	1	-5	-13
CC(=O)Nc1ccc(S(=O)(=O)N[C@@H](C)C(=O)N2CCN(C/C=C/c3ccccc3)CC2)cc1	-7	0.0	7	5	-8	-10	-2	-1	-5	9
COc1cc2c(cc1NC(=O)COC(=O)C(CCSC)NC(=O)c1ccccc1Cl)oc1ccccc12 (stereo unspecified)	52	-1.0	-52	-6	-5	24	-5	0	-1	-10
CCOC(=O)C(NC(=O)CC)(Nc1sc(C)c(CC)c1C#N)C(F)(F)F (stereo unspecified)	-12	0.2	12	10	17	-3	1	-3	3	5

Molecule	SR-BI HDL uptake	CAL PDZ FP-1	SR-BI DiI-HDL act	Rtt109 HAT inh	PfHsp90 set2	MITF TRPM1 HTS	NSD2 inh	CAL PDZ FP-2	dFosB activator	PvdQ acylase
O=C(N/N=C/c1ccc(O)cc1)NC12CC3CC(CC(C3)C1)C2	-4	0.4	4	-1	8	1	.	8	-5	3
Cc1ccc(S(=O)(=O)N2CCNC(=O)C2)c(C)c1	-21	-1.9	21	13	12	-3	-4	-3	-1	3
O=C(CCCO)N/N=C/c1ccccc1[N+](=O)[O-]	-37	0.7	37	-7	17	12	0	-1	1	-1
Fc1cccc2ncnc(OCc3ccccc3)c12	2	-1.7	-2	-5	14	-5	0	5	0	5
COc1ccc(/C(C)=N/N2C(C)CCCC2C)c(OC)c1 (stereo unspecified)	-11	0.3	11	-9	9	-9	2	0	-10	-9
CCOC(=O)C1=C(C)N(CC)C(=S)NC1c1ccccc1OC(F)F (stereo unspecified)	-3	-2.6	3	2	7	-11	-3	-5	-4	7
CC(=O)c1ccc(NC(=O)CN2CCN(c3ncccn3)CC2)cc1	-10	-0.7	10	4	.	.	1	-3	-11	-6
COc1ccc(CCNC(=O)c2ccc(N3CCCC3=O)cc2)cc1	9	-0.6	-9	-2	7	11	0	4	-6	-6
CN(Cc1ccccc1)Cc1c(O)ccc2ccccc12	-23	.	23	-5	0	-23	6	5	3	2
OC(c1ccccc1)c1nccc2ccccc12 (stereo unspecified)	-20	-5.9	20	-9	1	-4	0	1	0	15
CCN(CC(=O)NC1CCS(=O)(=O)C1)S(=O)(=O)c1ccc(F)cc1 (stereo unspecified)	-3	-2.0	3	12	10	-13	-2	-1	-6	2
COCCOC(=O)C1=C(C)NC(=O)NC1c1c(Cl)nc2ccccn2c1=O (stereo unspecified)	-5	-2.0	5	32	-5	-7	2	-3	-7	1
COc1ccc(-c2nn(-c3ccccc3)cc2C(=O)NC2CC2)cc1	35	-1.4	-35	2	-11	20	-3	-2	-2	-10
